LMPTP block: LMPTP phosphatase inhibitors, primary screen, biochemical, fluorescence intensity, uHTS | Low molecular weight phosphotyrosine protein phosphatase (Homo sapiens), P24666 | recombinant LMPTP-A, OMFP fluorogenic substrate | inhibition, % at 20 µM | 360,000 compounds, 0.22% hits;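 active = compounds that cut the enzyme signal by at least half of the control window in the single-dose screen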;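 note: plate controls were DMSO wells with enzyme plus substrate for no effect and substrate without enzyme for full effect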
Target sequence (P24666 whole entry, looked up): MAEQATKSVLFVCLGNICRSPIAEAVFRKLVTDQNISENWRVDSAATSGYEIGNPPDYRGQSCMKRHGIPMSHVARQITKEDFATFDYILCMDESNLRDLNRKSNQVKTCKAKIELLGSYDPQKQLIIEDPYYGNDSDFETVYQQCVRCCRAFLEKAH
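Test system – LMPTP-A phosphatase enzyme · Quantity – 0.625 nM LMPTP-A final · Reagent – OMFP substrate, 400 µM final · Dosing – one test concentration per compound, 20 µM, with 3% DMSO overall · Timing – 50 min enzyme reaction at room temperature, protected from light · Detection – fluorescence intensity · Controls – substrate-only low control, DMSO enzyme-plus-substrate high control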
Rpn11 inh: Rpn11 (PSMD14) deubiquitinase inhibitors, primary screen, biochemical, fluorescence polarization, uHTS; 26S proteasome non-ATPase regulatory subunit 14 (Homo sapiens), O00487; human 26S proteasome, Ub4-pepOG fluorescence polarization; 20S core pre-blocked with epoxomicin; calls only at 20 µM; 360,000 compounds, 0.59% hits; AID 588493, 2011;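 active = inhibition at 20 µM, scaled to each plate's controls, above about 33%, limit read from the data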
PABP1 MLLE inh: inhibitors of PABP1 MLLE–PAM2 peptide binding, primary screen, biochemical, fluorescence polarization, FITC-PAM2, GST-MLLE. 360,000 compounds, 0.36% hits. inhibition, % at 20 µM; in the data active = inhibition above about 35%, passing the limit was not always enough;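 note: plate controls were DMSO wells with GST-MLLE for no effect and wells lacking GST-MLLE protein for full effect; some results filed as inactive read as strong as hits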
Tb MetRS inh: T. brucei MetRS inhibitors, primary screen, biochemical, luminescence; methionyl-tRNA synthetase (Trypanosoma brucei brucei); 360,000 compounds, 0.4% hits; purified T. brucei MetRS, ATP depletion, Kinase-Glo luminescence; inhibition, % at 11.9 µM; AID 624268, 2012;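 active = inhibition above a per-plate cutoff of the control wells' mean inhibition plus 3 SD, cut at about 5.5% in these data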;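 note: 0% = DMSO wells median and 100% = median of wells with control inhibitor compound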
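Dosing: 11.9 µM compound single dose, 0.9% DMSO; Assay system: purified T. brucei MetRS enzyme; Measured by: Kinase-Glo luciferase luminescence reporting remaining unconsumed ATP; Schedule: 15 min plus 2 h at 25 °C.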
NadD block: inhibitors of S. aureus NadD, primary screen, biochemical, colorimetric, uHTS; purified NadD enzyme, colorimetric absorbance read-out; inhibition, % at 20 µM; 360,000 compounds, 0.78% hits; in the data active = inhibition above about 26%; note: some compounds past the cut are filed as inactive
Scp-1 inhibitor: Scp-1 phosphatase inhibitors, primary screen, biochemical, colorimetric, uHTS; inhibition, % at 20 µM; Recombinant Scp1, phosphopeptide, malachite green phosphate absorbance; 340,000 compounds, 0.88% hits; Carboxy-terminal domain RNA polymerase II polypeptide A small phosphatase 1 (Homo …;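 active = inhibition above about 50% at 20 µM, limit read from the data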;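 note: plate controls were DMSO wells with enzyme for no effect and wells lacking enzyme for full effect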
Target sequence (Q9GZU7 76-261 limits assumed): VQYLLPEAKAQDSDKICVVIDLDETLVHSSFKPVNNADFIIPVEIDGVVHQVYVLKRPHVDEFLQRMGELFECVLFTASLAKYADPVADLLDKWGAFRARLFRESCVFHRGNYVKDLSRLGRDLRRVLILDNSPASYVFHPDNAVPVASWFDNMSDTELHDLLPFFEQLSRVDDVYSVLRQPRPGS
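Test system: SCP-1 catalytic domain; Buffer or medium: Acidic Tris acetate buffer with magnesium and detergent; Also added: Phosphorylated 17-residue peptide substrate; Compound: single 20 µM dose, 1% DMSO; Schedule: enzyme reaction 45 min at room temperature, colour 5 min, stabilisation 30 min; Signal: Phosphate-binding colour reagent, absorbance read at 630 nm.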
DNMT1 inh: human DNMT1 methyltransferase inhibitors, primary screen, biochemical, molecular beacon, fluorescence, HinP1I cleavage, uHTS | DNA (cytosine-5)-methyltransferase 1 (Homo sapiens), P26358 | inhibition (reported as % activation of signal), % at 10 µM | 360,000 compounds, 0.83% hits; in the data active = inhibition above about 50%
SUMO1 PPI mod: modulators of SUMO1 protein-protein interactions, primary screen, biochemical, uHTS. SUMO1 binding to a labelled peptide, TR-FRET, 1 h. inhibition, % at 20 µM. AID 602429, 2012. Small ubiquitin-related modifier 1 (Homo sapiens), P63165. 360,000 compounds, 0.33% hits; in the data active = inhibition above about 37%
Target sequence (P63165 whole entry, looked up): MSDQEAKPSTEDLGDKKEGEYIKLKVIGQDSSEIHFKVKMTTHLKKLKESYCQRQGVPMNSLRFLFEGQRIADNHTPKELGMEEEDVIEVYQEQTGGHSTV
STEP block: STEP phosphatase inhibitors, primary screen, biochemical, fluorescence intensity, uHTS. Tyrosine-protein phosphatase non-receptor type 5 (Homo sapiens), P54829. recombinant STEP, OMFP fluorogenic substrate. inhibition, % at 20 µM. 360,000 compounds, 0.25% hits;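 active = inhibition at 20 µM, scaled per plate between control wells, above about 37%, limit read from the data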;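 note: 0% = DMSO with enzyme and substrate and 100% = substrate only without enzyme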
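Test system: STEP tyrosine phosphatase / Reagent: OMFP at 25 µM / Doses: 20 µM, 1% DMSO / Read-out: percent inhibition scaled to no-enzyme and uninhibited-enzyme controls, plate-pattern corrected / Detection: FITC-channel fluorescence of OMFP product / Medium: Bis-Tris buffer pH 6.0, 2.5 mM DTT, 0.005% Tween 20 / Schedule: 20 min at room temperature, dark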
CSN deneddyl inh: inhibitors of CSN-mediated cullin deneddylation, primary screen, biochemical, fluorescence polarization, uHTS; COP9 signalosome complex subunit 5 (Homo sapiens), Q92905; Purified CSN, SCF-Nedd8-OG deneddylation; inhibition, % at 12.5 µM; 360,000 compounds, 0.38% hits; AID 651999, 2013;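 active = pattern-corrected inhibition above about 35%, with an unprinted fluorescence ratio check between 0.5 and 1.5, limit read from the data, passing the limit was not always enough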;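 note: 0% = enzyme with substrate and 100% = substrate without enzyme; some results filed as inactive read as strong as hits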
Target sequence (Q92905 whole entry, looked up, one chain of several): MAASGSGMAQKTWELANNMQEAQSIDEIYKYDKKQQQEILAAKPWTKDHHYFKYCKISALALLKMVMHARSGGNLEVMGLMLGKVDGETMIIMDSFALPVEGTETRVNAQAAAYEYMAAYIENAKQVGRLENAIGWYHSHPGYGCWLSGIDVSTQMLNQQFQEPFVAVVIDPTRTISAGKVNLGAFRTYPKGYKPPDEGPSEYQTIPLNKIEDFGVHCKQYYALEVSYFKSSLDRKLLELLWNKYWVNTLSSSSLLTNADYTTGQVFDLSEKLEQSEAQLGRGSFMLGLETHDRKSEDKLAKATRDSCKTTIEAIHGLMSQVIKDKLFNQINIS
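Material: purified human Csn5 enzyme expressed in HEK293T cells / Medium: Tris buffer pH 7.5, NaCl, DTT, Tween-20, trehalose, ovalbumin / Compound dosing: 12.5 µM single point / Schedule: 90 min incubation of compound, enzyme and substrate at room temperature / Signal: fluorescence polarization of the substrate / Control set: no-enzyme wells high, enzyme-with-substrate wells low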
* marks the source's active call; other numbers are inactive results; i = inactive; / = no result given.

SMILES	LMPTP block	Rpn11 inh	PABP1 MLLE inh	Tb MetRS inh	NadD block	Scp-1 inhibitor	DNMT1 inh	SUMO1 PPI mod	STEP block	CSN deneddyl inh
CCC(C(=O)Nc1cccc(S(=O)(=O)N(C)c2ccccc2)c1)c1ccccc1 (stereo not given)	3.7	i	-17	0.2	-6	-18	-7	-5	2	-4
COc1ccc(N2CCN(C(=O)COC(=O)COc3cccc(C(F)(F)F)c3)CC2)cc1	-0.1	i	-5	0.3	2	-11	3	1	-2	-8
Cc1ccc(NC(=S)NC(C)CCc2ccccc2)cc1C (stereo not given)	0.3	i	-20	-0.9	6	8	3	6	2	-10
Clc1cccc(-c2cc3nc4c(c(N5CCOCC5)n3n2)CCCC4)c1	4.5	i	-10	-0.8	9	12	-10	1	0	0
COc1ccccc1OCc1ccc(C(=O)c2ccccc2)cc1	3.1	i	-17	-1.4	-4	-16	-6	1	2	-8
C[C@H](CO)N1C[C@H](C)[C@H](CN(C)S(=O)(=O)c2ccccc2)OCc2ccccc2-c2c(n(C)c3ccccc23)C1=O	-1.8	i	9	-1.2	2	/	3	6	-2	-5
COc1cc(OC)cc(C(=O)Nc2cccc(N3CCCC3)c2)c1	5.6	i	-37	-1.0	19	-3	35	1	5	11
Cc1c(Cl)cnc(NC(=O)CSc2nnc3ccccn23)c1Cl	-1.6	i	-4	-0.3	2	-7	-1	-1	2	6
CCc1c(C)sc2nc(SCC(=O)Nc3cc(C)on3)n(CCOC)c(=O)c12	-0.3	i	-21	-1.2	-5	-2	40	-7	-4	-1
Cc1c[nH]c2ccccc12	-1.3	i	0	-0.3	-2	-11	4	0	-4	-2
CCCn1c(C)cc(C)c(C#N)c1=O	-2.4	i	-61	-0.8	-2	-17	1	2	-2	0
CCOC(=O)C1=NN(C(=O)COc2ccccc2)C(O)(c2ccc(Cl)cc2)C1 (stereo not given)	-0.8	i	1	-0.4	-7	-9	-5	0	-1	3
CCn1c(C(C)NS(=O)(=O)c2ccc(Cl)cc2)n[nH]c1=S (stereo not given)	-1.2	i	-6	-0.4	-5	-2	0	2	-2	5
CC(=O)Nc1ccc(CN2CCN(CC=C(C)C)C(CCO)C2)cc1 (stereo not given)	-0.2	i	5	0.5	-3	-9	0	13	0	3
Cc1nn(C(C)C(=O)NCC2CCCO2)c(C)c1[N+](=O)[O-] (stereo not given)	-0.5	i	5	0.2	-2	-24	-2	4	1	2
CSc1ccc(CN(C)Cc2nc3cc(C(F)(F)F)ccc3c(=O)[nH]2)cc1	0.1	i	10	-1.3	-2	2	16	-1	-4	3
Cc1ccc(-n2nc3c(c2NC(=O)CC(C)C)CS(=O)(=O)C3)c(C)c1	-1.1	i	5	-1.4	-4	0	1	2	-4	0
COc1ccc(-n2nnnc2C(CCSC)N2CCN(C/C=C/c3ccccc3)CC2)cc1 (stereo not given)	-0.4	i	10	-0.5	-8	/	-11	1	-1	-2
CCOc1ccc(Cl)cc1-c1cc(C(=O)NCCc2ccncc2)[nH]n1	-1.3	i	-10	0.1	2	/	-9	1	0	1
O=C1NC(=S)N(c2cccc(Cl)c2)C12CCCCC2	-1.1	i	-114	0.5	-3	-10	2	4	1	-10
CC(=O)N1CCN(c2cc(-c3ccccc3)nc3cc(-c4cccc(Cl)c4)nn23)CC1	4.6	i	2	0.9	1	/	-12	-1	-2	-3
COc1ccc(C(=O)N2CCN(Cc3ccccc3[N+](=O)[O-])CC2)cc1	-2.0	i	-11	0.2	0	-6	3	-10	0	1
CCNC(=O)/C(C#N)=C/c1c(N2CC(C)OC(C)C2)nc2ccccn2c1=O (stereo not given)	-0.6	i	1	0.2	1	-1	2	-13	1	1
CN(C(=O)c1cccc(NC(=O)c2cccs2)c1)c1ccccc1	-0.9	i	6	-0.5	-4	-2	2	3	0	4
CCc1ccc(C(=O)COC(=O)CNC(=O)CNC(=O)Cc2ccccc2)cc1	-0.8	i	1	0.2	2	-4	-1	4	0	-1
CNC(=O)CSc1nnc(-c2ccco2)n1-c1cccc(C)c1	-0.3	i	8	0.1	-4	-7	0	1	-3	0
COc1cc(/C=C/c2nc(-c3ccccc3O)n[nH]2)cc(OC)c1OC	2.7	i	1	-0.2	3	-5	-10	3	0	-13
O=c1oc2ccccc2c(N2CCCC2)c1CN1CCCC1	0.0	i	-11	-1.8	-3	13	3	3	6	4
CC1(C)CC[C@]2(C(=O)n3ccnc3)CC[C@]3(C)[C@H](C(=O)C=C4[C@@]5(C)C=C(C#N)C(=O)C(C)(C)[C@@H]5CC[C@]43C)[C@@H]2C1	-2.0	i	27	-0.2	43*	15	60*	44*	2	39*
O=C(NCc1ccco1)c1cc2n(n1)C(C(F)(F)F)CC(c1ccc(Br)cc1)N2 (stereo not given)	-0.1	i	3	-0.7	0	-5	-2	3	0	-3
COC(C(=O)Nc1ccnn1C1CCN(C(=O)c2ccc(C)cc2)CC1)c1ccccc1 (stereo not given)	-1.3	i	4	0.3	1	-9	-1	3	-4	4
CN(Cc1cnn(C)c1)C(=O)c1ccc(OC2CCN(CCc3ccccc3)CC2)cc1	-0.2	i	3	-0.8	7	-4	8	-1	0	5
COc1ccccc1-n1c(C)c(C(=O)O)c2cc(OC)c3ccccc3c21	3.2	i	-1	1.2	-2	-20	-1	16	2	1
Cc1ccc(-c2nc(N=Nc3ccc(O)cc3)n[nH]2)cc1	1.2	i	-3	-0.2	-2	-2	2	-37	-2	4
O=C(COC(=O)C1CCN(c2ccc(C(F)(F)F)cn2)CC1)c1cccc(Br)c1	3.4	i	-9	-0.5	13	-1	11	0	-1	0
CCc1ccc(CN(C(=O)COc2c(C)cccc2C)C2CCS(=O)(=O)C2)cc1 (stereo not given)	1.1	i	-6	-0.5	0	-3	3	2	0	-6
COc1cc(C(=O)NCCC(=O)NCc2ccc3c(c2)OCO3)cc(OC)c1OC	-0.9	i	3	-1.0	-6	0	3	-2	-1	-7
CCCCCN(C(=O)CCC(=O)OCC(=O)N(C)C1CCCCC1)c1c(N)n(CCCC)c(=O)[nH]c1=O	-0.5	i	-2	0.0	4	-6	1	0	0	-2
CC(=O)N1c2c(cc(Br)cc2S(=O)(=O)N2CCN(c3ccccc3F)CC2)CC1C (stereo not given)	2.6	i	7	-0.6	-6	-5	-9	8	0	3
Cc1cc(C)n2c(SCc3ccc(Br)cc3)nnc2n1	0.1	i	-3	0.1	3	-11	-2	5	0	4
CC[C@H](C)[C@@H](CO)NC(=O)[C@H]1O[C@@H](n2ccc(=O)[nH]c2=O)[C@H](O)[C@@H]1O	-1.6	i	-1	-0.5	-5	/	3	2	-1	1
O=S(=O)(NCC1CCN(c2ccc(S(=O)(=O)N3CCOCC3)cc2)CC1)c1ccc(F)cc1	0.5	i	-4	0.1	5	-8	-5	3	-1	11
O=C(COC(=O)Cc1ccsc1)Nc1cccc(F)c1	-2.1	i	0	-0.2	6	-5	-1	-2	-1	0

Reformatted with values ahead of the structure: part of the list above
LMPTP block,Rpn11 inh,PABP1 MLLE inh,Tb MetRS inh,NadD block,Scp-1 inhibitor,DNMT1 inh,SUMO1 PPI mod,STEP block,CSN deneddyl inh,molecule
1.2,i,-3,-0.2,-2,-2,2,-37,-2,4,Cc1ccc(-c2nc(N=Nc3ccc(O)cc3)n[nH]2)cc1
3.4,i,-9,-0.5,13,-1,11,0,-1,0,O=C(COC(=O)C1CCN(c2ccc(C(F)(F)F)cn2)CC1)c1cccc(Br)c1
1.1,i,-6,-0.5,0,-3,3,2,0,-6,CCc1ccc(CN(C(=O)COc2c(C)cccc2C)C2CCS(=O)(=O)C2)cc1 (stereo not given)
-0.9,i,3,-1.0,-6,0,3,-2,-1,-7,COc1cc(C(=O)NCCC(=O)NCc2ccc3c(c2)OCO3)cc(OC)c1OC
-0.5,i,-2,0.0,4,-6,1,0,0,-2,CCCCCN(C(=O)CCC(=O)OCC(=O)N(C)C1CCCCC1)c1c(N)n(CCCC)c(=O)[nH]c1=O
2.6,i,7,-0.6,-6,-5,-9,8,0,3,CC(=O)N1c2c(cc(Br)cc2S(=O)(=O)N2CCN(c3ccccc3F)CC2)CC1C (stereo not given)
0.1,i,-3,0.1,3,-11,-2,5,0,4,Cc1cc(C)n2c(SCc3ccc(Br)cc3)nnc2n1
-1.6,i,-1,-0.5,-5,/,3,2,-1,1,CC[C@H](C)[C@@H](CO)NC(=O)[C@H]1O[C@@H](n2ccc(=O)[nH]c2=O)[C@H](O)[C@@H]1O
0.5,i,-4,0.1,5,-8,-5,3,-1,11,O=S(=O)(NCC1CCN(c2ccc(S(=O)(=O)N3CCOCC3)cc2)CC1)c1ccc(F)cc1
-2.1,i,0,-0.2,6,-5,-1,-2,-1,0,O=C(COC(=O)Cc1ccsc1)Nc1cccc(F)c1

Compound activity from PubChem BioAssay.

An unsorted share of the library; 3.6% or so of the library scored in one or more.
